# Compound activity: PubChem BioAssay, National Center for Advancing Translational Sciences (NCATS)
# RXFP1 ag: qHTS Assay for Agonists of the Relaxin Receptor RXFP1 | HEK293T-RXFP1 cAMP TR-FRET, 30 min; response scale: percent of porcine relaxin response, buffer zero | Potency, µM (doses to about 57.5 µM), for inactives: at the highest dose activation, usual class: activators | 0.3% of 370,000 active | AID 2676, 2010; note: potency is the fitted concentration of half-maximal effect; % is set by controls: 0 for no effect and ±100 for the full control effect; nearly all actives have a fitted effect of over 60% in size; many of its hits are not listed in these tables
#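 cAMP rise read by TR-FRET after 30 min, 37C compound exposure (up to 58 uM) in RXFP1-transfected HEK293 cells with Ro 20174 present. EC50 from Hill-equation fits, with 29 nM porcine relaxin as 100% and buffer as basal.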
# D1 potentiator: Potentiators of Human D1 Dopamine Receptor: qHTS. potentiation, % at 10 µM. AID 504651, 2011. HEK293 TREx D1 cells, calcium flux, dopamine EC20 potentiation. 0.036% of 360,000 active. D(1A) dopamine receptor (Homo sapiens), P21728; in the data active = potentiation above about 30%; note: 0% is about no effect
# Target sequence (P21728 whole entry, looked up): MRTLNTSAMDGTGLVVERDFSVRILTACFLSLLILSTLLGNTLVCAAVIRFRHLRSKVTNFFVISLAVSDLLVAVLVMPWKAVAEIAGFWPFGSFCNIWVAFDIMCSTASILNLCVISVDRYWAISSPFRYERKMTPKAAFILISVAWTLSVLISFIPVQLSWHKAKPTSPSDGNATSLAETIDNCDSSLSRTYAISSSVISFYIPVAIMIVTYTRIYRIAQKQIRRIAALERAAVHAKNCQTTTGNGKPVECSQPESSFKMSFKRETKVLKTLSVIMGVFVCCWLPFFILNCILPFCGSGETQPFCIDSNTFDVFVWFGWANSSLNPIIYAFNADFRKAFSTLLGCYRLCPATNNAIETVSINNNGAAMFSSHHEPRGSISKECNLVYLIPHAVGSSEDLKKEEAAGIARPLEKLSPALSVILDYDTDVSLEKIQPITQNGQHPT
# LDHA block: qHTS assay for inhibitors of human lactate dehydrogenase; purified LDHA, NADH/diaphorase-resazurin fluorescence; active compounds read low; activity change, % (values are at about 110 or 230 µM); 0.15% of 480,000 active; in the data active = activity change below about -30%; inconclusive = mostly about -25% to -30%;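 note: plate controls were DMSO wells for no effect and wells without enzyme for full effect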
#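 Resorufin fluorescence (ex540/em590), read at 0 and 20 min after diaphorase/resazurin addition, reports the NADH left after a 5 min room-temperature reaction of 2 nM human LDH5 with 0.06 mM NADH and 0.2 mM pyruvate.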
# D2 PAM: HTS Assay for Positive Allosteric Modulators of the Human D2 Dopamine Receptor: Primary Screen for Potentiators. 0.34% of 340,000 active. AID 485347, 2010. HEK293 T-REx D2, calcium flux, EC20 dopamine potentiation. D(2) dopamine receptor (Homo sapiens), P14416. potentiation, % at 10 µM;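 active = potentiation over 3 SD above the plate norm, cut at about 30% in these data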; note: 0% is about no effect
#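 Tetracycline-induced HEK293 T-REx cells force-coupled to calcium signalling expressed D2; compounds were pin-added after a 10 s baseline, read kinetically 180 s, then an EC20 dopamine challenge followed with a further 180 s calcium read.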
# Glioma ERSR ind: qHTS for Inducers of the Endoplasmic Reticulum Stress Response (ERSR) in Human Glioma: qHTS | U87-MG GRP78 promoter luciferase reporter, 16 h | Potency, µM, for inactives: at the top dose activation, hits mostly activators | 0.02% of 420,000 active | AID 602332, 2012; note: potency is the fitted concentration of half-maximal effect; series mostly up to about 76 µM; % of control where 0% means no effect; nearly all actives have a fitted effect of over 35% in size
#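 Stably transfected U87-MG human glioma cells carrying a GRP78-based luminescent sensor were seeded at 1000 cells/well, pin-dosed with compounds and incubated 16 h. Luciferase reagent was then added, and end-point luminescence was read after 10 min at room temperature.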
# D1 antag: Antagonist of Human D 1 Dopamine Receptor: qHTS; D(1A) dopamine receptor (Homo sapiens), P21728; 3.2% of 360,000 active; activity change, negative = inhibition, % at 10 µM; HEK293 TREx D1 cells, calcium flux, dopamine EC80; active compounds read low; in the data active = activity change below about -30%; note: % is set by controls: 0 for no effect and ±100 for the full control effect
#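 Tetracycline-induced HEK293 T-REx cells with force-coupled D1 receptor were loaded with a no-wash calcium dye. Compound was added after a 10 s baseline and read kinetically for 180 s; EC80 dopamine was then added and calcium flux followed another 180 s.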
# Vif-APOBEC3F blk: qHTS for Inhibitors of Vif-A3F Interactions: qHTS. AID 602313, 2012. Potency, µM (top dose mostly 46.1 µM), inactives show at the top dose activity, negative = active. HeLa A3F-eYFP + Vif (tagged APOBEC3F with the HIV-1 protein that degrades it), YFP fluorescence increase. 0.2% of 390,000 active; note: potency is the fitted concentration of half-maximal effect; % of control where 0% means no effect; nearly all actives have a fitted effect of over 65% in size
#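 HeLa cells stably expressing A3F-eYFP plus Vif, plated and incubated overnight at 37 deg C, then exposed to compounds overnight at 37 deg C. Blocked degradation read as raised yellow fluorescence (Ex 488/Em 500-530).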
# D1 agonist: Allosteric Agonists of the Human D1 Dopamine Receptor: qHTS; 1% of 360,000 active; activation, % at 2 µM; HEK293 T-REx D1 cells, calcium flux, agonist mode; D(1A) dopamine receptor (Homo sapiens), P21728; in the data active = activation above about 30%; note: 0% is about no effect
#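 Inducible HEK293 T-REx D1 cells, force-coupled to calcium signalling, were plated at 4000 cells/well with tetracycline and held overnight at 30 C. After no-wash calcium dye loading, compound-evoked calcium rise over 180 s flagged agonists.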
# Vif-A3G inh: qHTS for Inhibitors of Vif-A3G Interactions: qHTS. DNA dC->dU-editing enzyme APOBEC-3G (Homo sapiens), Q9HC16. AID 602310, 2012. Potency, µM (highest dose often 46.1 µM), for the others: at the top dose activity, negative = active, actives largely listed as inhibitors. HeLa A3G-eYFP + Vif (tagged APOBEC3G with the HIV-1 protein that degrades it), YFP fluorescence, overnight. 0.076% of 410,000 active;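 note: potency is the fitted concentration of half-maximal effect; % is set by controls: 0 for no effect and ±100 for the full control effect; nearly all actives have a fitted effect of over 60% in size; hits raise eYFP signal because A3G escapes Vif-driven loss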
# Target sequence (Q9HC16 whole entry, looked up): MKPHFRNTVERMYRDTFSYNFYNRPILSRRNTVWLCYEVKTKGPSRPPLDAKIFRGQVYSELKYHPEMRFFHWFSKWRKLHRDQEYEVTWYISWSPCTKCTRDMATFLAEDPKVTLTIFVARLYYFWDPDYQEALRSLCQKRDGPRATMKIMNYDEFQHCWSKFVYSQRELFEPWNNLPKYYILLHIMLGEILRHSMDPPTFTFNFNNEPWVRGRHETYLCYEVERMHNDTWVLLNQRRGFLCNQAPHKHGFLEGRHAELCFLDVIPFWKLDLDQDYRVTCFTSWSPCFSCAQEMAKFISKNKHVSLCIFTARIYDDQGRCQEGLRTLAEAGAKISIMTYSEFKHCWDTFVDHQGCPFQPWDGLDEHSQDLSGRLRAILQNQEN
#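 Read-out is eYFP fluorescence (Ex 488/Em 500-530) from Vif-expressing HeLa A3G-eYFP cells; more signal means A3G escaped Vif-mediated degradation. Cells plated overnight, compound pinned in, incubated overnight at 37 deg C.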
# Numbers without * were called inactive; u = inconclusive; x = no result given. Unless noted, calls come from the whole dose curve; as a rule, active = well fitted curve in the direction sought with a large enough effect; inconclusive = small, poorly fitted or top-dose-only effect, or another doubt; inactive = no such curve, though single readings can be large; an effect the other way counts as inactive or inconclusive. This is a subset, so the mix of outcomes need not match the whole.
# Short keys – A = RXFP1 ag; B = D1 potentiator; C = LDHA block; D = D2 PAM; E = Glioma ERSR ind; F = D1 antag; G = Vif-APOBEC3F blk; H = D1 agonist; I = Vif-A3G inh
Cc1cc(C)n(-c2nc3c(c(=O)[nH]c(=O)n3C)n2CC(O)COc2ccccc2)n1 (centres undefined)
  A: 1.5%	B: 1	C: -1	D: -3	E: -3%	F: 1	G: 4%	H: 2	I: -1%

COc1ccc(NC(=O)Nc2cnccn2)cc1
  A: 3.5%	B: -3	C: 0	D: 5	E: 8%	F: 2	G: -12%	H: 1	I: -5%

O=C(N/N=C/c1ccc2c(c1)OCO2)c1ccccn1
  A: 0.0%	B: 3	C: -3	D: 4	E: -10%	F: -9	G: -14%	H: 2	I: 2%

Fc1cc(F)cc(NC(=S)N2CCN(c3ncccn3)CC2)c1
  A: 1.4%	B: -9	C: -6	D: 3	E: 0%	F: -11	G: 3%	H: 3	I: -12%

COc1cccc(C(Nc2ccccn2)c2oc(CO)cc(=O)c2O)c1 (centres undefined)
  A: 1.7%	B: -4	C: 6	D: x	E: -1%	F: 1	G: 5%	H: 5	I: 3%

COC(=O)c1cn(C)c2ccc(S(=O)(=O)N3CCCC3)cc2c1=O
  A: -4.8%	B: 7	C: -8	D: -14	E: -4%	F: 11	G: 3%	H: 6	I: 4%

Cc1cc(Cl)ccc1OC(C)C(=O)NN=C1CCCCCC1 (centres undefined)
  A: -1.6%	B: x	C: 0	D: 2	E: 0%	F: -31*	G: 12%	H: 1	I: 1%

CCN(CC)CCCN(C(=O)Cn1nnc(-c2ccc(OC)c(OC)c2)n1)C(C(=O)NC(C)(C)C)c1ccc(F)cc1 (centres undefined)
  A: -0.1%	B: -1	C: -4	D: 1	E: -2%	F: 8	G: -1%	H: 3	I: 1%

Cc1cc(C)c(OCC(=O)Nc2ccc3c(c2)OCO3)cc1C
  A: 14%	B: 18	C: -12	D: 3	E: 6%	F: 4	G: -4%	H: 124*	I: -1%

CC(C)Oc1ccc2ccccc2c1C=O
  A: 1.3%	B: 3	C: 4	D: -8	E: -1%	F: 5	G: -6%	H: 2	I: -1%

# Continued, overlapping the part above by two compounds.
# Short keys – A = RXFP1 ag; B = D1 potentiator; C = LDHA block; D = D2 PAM; E = Glioma ERSR ind; F = D1 antag; G = Vif-APOBEC3F blk; H = D1 agonist; I = Vif-A3G inh
Cc1cc(C)c(OCC(=O)Nc2ccc3c(c2)OCO3)cc1C
  A: 14%	B: 18	C: -12	D: 3	E: 6%	F: 4	G: -4%	H: 124*	I: -1%

CC(C)Oc1ccc2ccccc2c1C=O
  A: 1.3%	B: 3	C: 4	D: -8	E: -1%	F: 5	G: -6%	H: 2	I: -1%

O=C(CCCNC(=O)c1ccc(Cl)cc1)Nc1ccc(F)c(S(=O)(=O)N2CCOCC2)c1
  A: 1.5%	B: x	C: 0	D: 0	E: -3%	F: 1	G: -3%	H: 6	I: 8%

CCn1c(=O)c([N+](=O)[O-])c(NCc2ccco2)c2ccccc21
  A: 5.8%	B: -4	C: -18	D: -15	E: -5%	F: -20	G: 1%	H: 3	I: -6%

Nc1nnnn1CC(=O)N/N=C/c1ccc(-c2cccc(Cl)c2)o1
  A: 1.2%	B: 0	C: -2	D: -13	E: -5%	F: 14	G: 5%	H: -3	I: -3%

Cc1ccc(S(=O)(=O)N2CCCc3cc(NS(=O)(=O)c4cccc(Cl)c4)ccc32)cc1
  A: -0.6%	B: 1	C: 1	D: x	E: -5%	F: -1	G: -1%	H: 2	I: -8%

Cc1nn(C)c(C(=O)Nc2ccc(Cl)c([N+](=O)[O-])c2)c1Cl
  A: 0.2%	B: -2	C: 4	D: 1	E: -2%	F: 1	G: 1%	H: 12	I: -6%

CCc1nn2c(=O)c(S(=O)(=O)Nc3ccc(C)c(C)c3)c(C)nc2s1
  A: -0.6%	B: -1	C: 1	D: -7	E: -5%	F: -9	G: 2%	H: 11	I: 2%

COc1ccc(OCCNC(=O)c2cc(C3CC3)nc3c2cnn3C(C)C)cc1
  A: 0.2%	B: x	C: 2	D: -15	E: -2%	F: -8	G: 1%	H: 4	I: -5%

Cc1ccc(S(=O)(=O)N2CCN(C(=O)CN3C(=O)NC4(CCCCC4)C3=O)CC2)c(C)c1
  A: 1.3%	B: 5	C: -11	D: 2	E: -2%	F: -20	G: 4%	H: 1	I: 3%

Cc1ncc([N+](=O)[O-])n1CCN1C(=O)c2ccccc2C1=O
  A: 5.1%	B: -2	C: 0	D: 12	E: 2%	F: 1	G: 14%	H: 3	I: 3%

CCOc1c(Cl)cc(/C=C/C(=O)N(CC)CC(=O)Nc2ccc(NC(C)=O)cc2)cc1OC
  A: 0.4%	B: -3	C: -5	D: -21	E: -3%	F: -14	G: 0%	H: 8	I: -9%

CC(C)N1CCC(N2CCN(CCCc3ccccc3)CC2CCO)CC1 (centres undefined)
  A: 3.4%	B: -6	C: -2	D: 10	E: -5%	F: 0	G: -16%	H: 8	I: 0%

Cc1ccc(S(=O)(=O)N2C(=O)/C(=C3\SC(=S)NC3=O)c3ccccc32)cc1
  A: 0.5%	B: 0	C: x	D: 16	E: x	F: 0	G: x	H: 3	I: x

Cc1ccc(S(=O)(=O)Nc2ccccc2-c2nc3ccccc3[nH]c2=O)cc1
  A: -3.8%	B: -2	C: -1	D: 20	E: -6%	F: 3	G: -15%	H: 1	I: -23%

Cc1ccc(C(=O)COC(=O)c2ccc(-c3cnc4ccccc4n3)cc2)cc1C
  A: 5.3%	B: -5	C: 0	D: -2	E: 1%	F: -3	G: 3%	H: 3	I: 3%

Cc1cccc(OCC(=O)OCc2cc(=O)n3nc(-c4cccs4)sc3n2)c1
  A: u	B: -4	C: -2	D: -12	E: -2%	F: 8	G: -1%	H: 2	I: 1%

COc1ccc(C(=O)NC(CC(=O)O)c2cc([N+](=O)[O-])ccc2Cl)c(SC)c1 (centres undefined)
  A: -0.1%	B: -3	C: -9	D: 1	E: -3%	F: -14	G: -11%	H: 1	I: 0%

Cc1nn(Cc2ccccc2Cl)c(C)c1NC(=O)CCCn1nc(C)c([N+](=O)[O-])c1C
  A: 0.8%	B: -5	C: 0	D: -14	E: -4%	F: -8	G: 2%	H: 0	I: -1%

Cc1ccc(OCCCC(=O)Nc2ccc(S(=O)(=O)N3CCOCC3)cc2)cc1
  A: 0.0%	B: -4	C: -4	D: 17	E: -3%	F: -28	G: 3%	H: 2	I: 2%

COC(=O)C(NC(C)=O)(Nc1cccc(C)n1)C(F)(F)F (centres undefined)
  A: -1.1%	B: -8	C: -5	D: -19	E: -8%	F: 3	G: -16%	H: 3	I: -8%

Cc1ccc(OC(C)c2nnc(N)s2)cc1Cl (centres undefined)
  A: -0.2%	B: -6	C: -10	D: 3	E: -1%	F: -17	G: -3%	H: 7	I: -2%

Nc1ccc(C(=O)OC2CCOC2=O)cc1[N+](=O)[O-] (centres undefined)
  A: -0.1%	B: 0	C: -4	D: -5	E: -2%	F: 2	G: 3%	H: 2	I: -1%

Cc1ccccc1N1C(=O)C(Cl)=C(N2CCCCCC2)C1=O
  A: -1.4%	B: -4	C: 5	D: x	E: 0%	F: -7	G: 0%	H: 3	I: -6%

Cc1cccc(C(=O)NCC(=O)N2CCN(S(=O)(=O)c3ccccc3)CC2)c1
  A: -1.5%	B: -2	C: -4	D: -9	E: -2%	F: 0	G: 4%	H: 4	I: 0%

COc1ccc(-c2nc3c(c(=O)[nH]c(=O)n3Cc3ccccc3)n2Cc2ccccc2)cc1
  A: -0.1%	B: 0	C: -3	D: -2	E: -4%	F: 7	G: -5%	H: 7	I: -2%

COCCn1cnnc1SCC(=O)Nc1cccc(S(=O)(=O)N2CCCCCC2)c1
  A: -0.8%	B: 1	C: 4	D: -8	E: -2%	F: 16	G: -7%	H: 2	I: 3%

COc1ccc2c(CC(=O)OCC(=O)NC(=O)c3cccn3C)coc2c1
  A: 1.5%	B: -1	C: 7	D: 7	E: -8%	F: 3	G: -3%	H: 0	I: 0%

O=c1cc(CN2CCN(Cc3ccccc3)CC2)c2cc(O)ccc2o1
  A: -1.3%	B: -5	C: 1	D: -27	E: -2%	F: -4	G: -2%	H: 7	I: 2%

FC(F)(F)c1cccc(OCCOCCn2cncn2)c1
  A: 0.9%	B: -1	C: -15	D: x	E: -3%	F: -18	G: 3%	H: 1	I: 1%

OC(CCN1CCC2(CC1)OCCO2)C(F)(F)F (centres undefined)
  A: 2.9%	B: -5	C: -11	D: -3	E: -3%	F: 0	G: 6%	H: 3	I: 1%

CCN1CNC(=S)N(CCc2ccccc2)C1
  A: -0.9%	B: -3	C: -11	D: -7	E: -3%	F: 8	G: 9%	H: 2	I: -4%

CC(=O)N1CCC(N(Cc2ccco2)C(=O)Nc2ccc(Br)cc2F)CC1
  A: 0.7%	B: -3	C: 3	D: -7	E: 0%	F: 6	G: 1%	H: -1	I: -1%

CC(C)CCN1CCN(Cc2cnc(N3CCCC3)s2)CC1CCO (centres undefined)
  A: -3.2%	B: -1	C: 1	D: 8	E: -2%	F: -2	G: 12%	H: 3	I: 9%

CCCCCOC(=O)C1=C(C)NC(=O)NC1c1ccc(N(C)C)cc1 (centres undefined)
  A: 0.3%	B: 0	C: -4	D: 10	E: -2%	F: 29	G: -3%	H: 2	I: 0%

O=P(OC1CCS(=O)(=O)C1)(c1ccccc1)c1ccccc1 (centres undefined)
  A: 4.0%	B: -4	C: -6	D: -6	E: -1%	F: -7	G: -3%	H: 3	I: 0%
